# TRHR PAM: allosterically enhances the human TRH receptor; P34981; TRHR cells, fluo-8 calcium fluorescence, EC20 TRH enhancement; enhancement, % at 2 µM; 360,000 tested, 0.66% active; AID 493056; in the data active means enhancement above about 30%; further: 0% is about no effect
#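 Enhancer read-out: after compound pinning and an initial kinetic agonist-mode read, an EC20 of TRH (10 nM final) was injected and fluo-8 calcium signal (Ex 480/Em 530) followed at 1 s/cycle for 100 cycles in TRHR-expressing cells.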
# RXFP1 agonist: agonists of human relaxin receptor RXFP1; HEK293T-RXFP1 cAMP TR-FRET, 30 min; response scale: percent of porcine relaxin response, buffer zero; Potency, µM (doses to about 57.5 µM), without a hit: at the top dose activation, usual class: activators; 370,000 tested, 0.3% active; AID 2676; active means well fitted activation curve with a large enough effect; further: potency means the concentration at half of the fitted maximal effect; on the % scale 0 is the no-effect control and ±100 the full control effect; nearly all actives have a fitted effect of over 60% in size; many of its hits are not listed in these tables
# Target sequence (Q9HBX9 whole entry, looked up): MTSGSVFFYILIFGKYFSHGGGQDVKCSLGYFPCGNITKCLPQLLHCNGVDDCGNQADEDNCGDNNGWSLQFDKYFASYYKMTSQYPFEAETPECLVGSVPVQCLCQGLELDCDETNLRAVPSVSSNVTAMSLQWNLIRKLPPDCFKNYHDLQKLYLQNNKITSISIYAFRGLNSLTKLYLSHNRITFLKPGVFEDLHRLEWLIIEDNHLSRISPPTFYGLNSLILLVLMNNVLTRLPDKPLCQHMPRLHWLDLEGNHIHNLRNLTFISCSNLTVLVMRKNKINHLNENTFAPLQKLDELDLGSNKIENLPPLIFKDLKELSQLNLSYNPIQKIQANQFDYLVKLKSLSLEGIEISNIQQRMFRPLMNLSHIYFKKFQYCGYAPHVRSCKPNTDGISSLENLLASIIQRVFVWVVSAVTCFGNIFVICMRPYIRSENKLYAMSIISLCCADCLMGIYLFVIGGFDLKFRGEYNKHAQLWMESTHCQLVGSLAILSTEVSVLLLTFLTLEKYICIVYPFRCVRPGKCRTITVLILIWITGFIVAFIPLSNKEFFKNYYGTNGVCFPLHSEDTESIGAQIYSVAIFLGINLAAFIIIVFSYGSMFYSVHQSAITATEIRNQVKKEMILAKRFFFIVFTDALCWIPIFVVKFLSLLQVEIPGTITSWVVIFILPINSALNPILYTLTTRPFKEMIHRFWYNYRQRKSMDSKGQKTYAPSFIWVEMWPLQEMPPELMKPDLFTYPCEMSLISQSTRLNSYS
#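 HEK293 cells stably expressing RXFP1, treated 30 min at 37C with compounds plus PDE4 inhibitor Ro 20174; cAMP measured by HTRF TR-FRET. Normalized to buffer and 29 nM porcine relaxin; EC50 by Hill fit.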
# D1 agonist: agonists of human D1 dopamine receptor; P21728; HEK293 T-REx D1 cells, calcium flux, agonist mode; activation, % at 2 µM; 360,000 tested, 1% active; AID 504660; in the data active means activation above about 30%; further: 0% is about no effect
#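 Tetracycline-induced HEK293 TREx D1 cells, force-coupled to calcium signalling, were dye-loaded with a no-wash calcium kit. Compound was pin-added after a 10 s baseline. Fluorescence was read kinetically at 1 cycle/s for 180 s, with calcium rises flagged as agonism.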
# D2 ag: D2 dopamine receptor (human) agonism | P14416 | HEK293 T-REx D2 cells, calcium flux agonist mode | activation, % at 2 µM | 340,000 tested, 0.53% active | AID 485358;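 active means activation over 3 SD above normal in the single-dose calcium agonist read, cut at about 30% in these data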; further: 0% is about no effect
#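 HEK293 Trex D2 cells, tetracycline-induced, o/n 30 C 5% CO2; no-wash Ca dye, RT 30–90 min; 10-cycle baseline, 23 nl cpd added, kinetic Ca read 180 s; agonist hits = positive Ca response.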
# D2 antag: D2 dopamine receptor (human) antagonism; HEK293 TREx D2 cells, calcium flux, dopamine EC80; AID 485344; 340,000 tested, 2% active; inhibition, % at 10 µM; P14416; in the data active means inhibition above about 30%; further: 0% is about no effect
#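 Read-out: kinetic calcium fluorescence (1 cycle/s) in inducible HEK293 T-REx D2 cells after an EC80 dopamine addition that followed 180 s compound preincubation. Loss of the dopamine response indicates antagonism.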
# D1 antag: human D1 dopamine receptor antagonism | P21728 | HEK293 TREx D1 cells, calcium flux, dopamine EC80; hits give low values | activity change, negative = inhibition, % at 10 µM | 360,000 tested, 3.2% active; in the data active means activity change below about -30%; further: on the % scale 0 is the no-effect control and ±100 the full control effect
#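 Cells carrying a force-coupled, tetracycline-inducible human D1 receptor report calcium flux. Each well gets a 10 s baseline, compound with 180 s monitoring, then an EC80 dopamine stimulus with a second 180 s kinetic read.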
# RXFP1 antag: RXFP1 (human) relaxin receptor antagonism; Q9HBX9; HEK293-RXFP1, relaxin-stimulated cAMP HTRF, 30 min; hits give low values; activity change, negative = inhibition, % at 57.5 µM; 350,000 tested, 0.59% active;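 active means activity change of -60% or lower, but not beyond a set lower limit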; further: on the % scale 0 is the no-effect control and ±100 the full control effect
# D1 PAM: potentiators of human D1 dopamine receptor; HEK293 TREx D1 cells, calcium flux, dopamine EC20 potentiation; potentiation, % at 10 µM; 360,000 tested, 0.036% active; AID 504651; in the data active means potentiation above about 30%; further: 0% is about no effect
# D2 potentiator: positive allosteric modulators of human D2 dopamine receptor; HEK293 T-REx D2, calcium flux, EC20 dopamine potentiation; 340,000 tested, 0.34% active; AID 485347; potentiation, % at 10 µM; P14416;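 active means potentiation over 3 SD above the plate norm, cut at about 30% in these data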; further: 0% is about no effect
#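 Cells plated with tetracycline inducer and held overnight at 30 C; calcium dye loaded 30–90 min at room temperature; baseline taken, compound added and read 180 s; EC20 dopamine then added and read 180 s.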
# * marks the source's active call; other numbers are inactive results; . = not tested or not shown; & = joins results of further samples. Only part of the results is shown (hit frequency here may not be typical).
SMILES,TRHR PAM,RXFP1 agonist,D1 agonist,D2 ag,D2 antag,D1 antag,RXFP1 antag,D1 PAM,D2 potentiator
CN(C)CCCn1c(SCC(=O)N2c3ccccc3Sc3ccccc32)nc2ccccc2c1=O,4,-0.9%,38*,5.4,-5,-15,-12,-3,-9
O=C(Cn1cnc2c(cnn2-c2ccccc2)c1=O)c1ccc(Cl)cc1,-7,-0.1%,0,0.0,1,4,.,-7,-8
CC1CC(=O)NN=C1c1cccs1 (configuration not stated),3,3.4%,1,0.2,3,5,8,5,10
CCOC(=O)CSc1nc2c(sc(=S)n2-c2ccccc2)c(=O)n1-c1ccc(OC)cc1OC,1,-0.4%,0,-0.5,1,-1,2,-6,-1
COc1cccc(NC(=O)Cc2nnc(SCC(=O)c3ccccc3)n2C)c1,7,-2.0%,5,0.1,-22,5,-3,-1,-4
Cc1cc(C(F)F)n2nc(C(=O)Nc3cccc(Cl)c3C)nc2n1,14,4.1%,-1,-0.1,.,-13,.,-7,15
O=C(CSc1nnc(C2CC2)n1-c1ccccc1)NCc1ccco1,0,-0.5%,3,-0.8,-11,-13,4,-7,-2
O=C(CN1C(=O)C2C3C=CC(C3)C2C1=O)Nc1cccc2c1CCCC2 (configuration not stated),2,2.6%,3,0.7,13,7,5,-5,-2
CCN(CC(=O)NCc1ccc(F)cc1)C(=O)/C=C/c1ccc(S(=O)(=O)N(CC)CC)cc1,-10,0.3%,-1,2.0,-5,-23,1,-6,3
Cc1ccc(-n2c(CNC(=O)c3cccs3)nnc2SCC(=O)NO)cc1,-4,-0.5%,1,2.1,8,6,27,1,-1
Cc1ccc(S(=O)(=O)N2CCCC(C(=O)NCc3ccccc3F)C2)cc1 (configuration not stated),-8,-1.9%,-1,-0.2,-12,4,-12,-4,-3
Clc1ccc(-c2cc(COc3ccc4ccccc4c3)no2)cc1,9,1.2%,3,1.1,-11,3,.,3,-10
O=C(Nc1ccccc1)C1=C[C@H](c2ccc(Br)cc2)C[C@H](OCc2ccc(CO)cc2)O1,6,1.4%,2,0.3,-3,-1,.,-4,3
Cc1c(OCC(=O)NC(Cc2ccc(Cl)cc2)C(=O)O)ccc2c1oc(=O)c1ccccc12 (configuration not stated),8,0.5%,2,0.9,-1,-6,.,4,13
COc1ccc2c(CCNC(=O)c3ccc([N+](=O)[O-])cc3)c[nH]c2c1,11,1.2%,1,-2.7,-19,-26,10,-2,12
CC(C)(C)c1ccc(C(=O)Nc2ccc(CN3CCS(=O)(=O)CC3)cc2)cc1,2,-2.1%,19,.,.,-9,-9,-2,.
Cc1ccc(C(=O)N2N=C(c3ccccc3)CC2(O)C(F)(F)F)o1 (configuration not stated),-5,12%,7,-0.1,1,3,-27,-2,-8
O=C(O)c1cc(-c2ccc(Cl)s2)[nH]n1,-4,-2.2%,2,0.2,-10,-4,-9,0,2
COC(=O)c1ccc(-c2noc(CN(C)CCC3CCCCO3)n2)cc1 (configuration not stated),-8,2.5%,4,-0.4,12,-61*,-9,-7,22
COc1ccc(NC2c3ccccc3C(=O)N2Cc2ccccc2Cl)cc1OC (configuration not stated),0,-2.2%,2,0.5,0,-2,8,1,5
CCOC(=O)c1[nH]nc(C(=O)c2ccc(Br)cc2)c1O,-13,-2.8%,4,0.9,-6,7,0,-9,3
Cn1c(Br)nc2c1c(=O)n(Cc1ccccc1)c(=O)n2C,-2,0.0%,3,2.4,25,7,9,1,-10
O=S(=O)(c1ccc(SCc2ccccc2)nc1)N1CCCC1,-1,2.2%,16,-0.4,-13,-16,0,.,12
COc1ccc(N2CCN(C(=O)CSc3n[nH]c(-c4ccccc4)n3)CC2)cc1,-3,1.0%,-1,-0.3,.,-2,-32,-3,-5
Nc1ccc(S(=O)(=O)Nc2ccc(C(=O)c3ccccc3)cc2)cc1,-6,4.6%,8,-0.3,-3,-13,5,-15,5

# Among those listed so far, these have an aryl thioether with sulfur outside any ring:
SMILES,TRHR PAM,RXFP1 agonist,D1 agonist,D2 ag,D2 antag,D1 antag,RXFP1 antag,D1 PAM,D2 potentiator
CN(C)CCCn1c(SCC(=O)N2c3ccccc3Sc3ccccc32)nc2ccccc2c1=O,4,-0.9%,38*,5.4,-5,-15,-12,-3,-9
CCOC(=O)CSc1nc2c(sc(=S)n2-c2ccccc2)c(=O)n1-c1ccc(OC)cc1OC,1,-0.4%,0,-0.5,1,-1,2,-6,-1
COc1cccc(NC(=O)Cc2nnc(SCC(=O)c3ccccc3)n2C)c1,7,-2.0%,5,0.1,-22,5,-3,-1,-4
O=C(CSc1nnc(C2CC2)n1-c1ccccc1)NCc1ccco1,0,-0.5%,3,-0.8,-11,-13,4,-7,-2
Cc1ccc(-n2c(CNC(=O)c3cccs3)nnc2SCC(=O)NO)cc1,-4,-0.5%,1,2.1,8,6,27,1,-1
O=S(=O)(c1ccc(SCc2ccccc2)nc1)N1CCCC1,-1,2.2%,16,-0.4,-13,-16,0,.,12
COc1ccc(N2CCN(C(=O)CSc3n[nH]c(-c4ccccc4)n3)CC2)cc1,-3,1.0%,-1,-0.3,.,-2,-32,-3,-5

# (next part)
SMILES,TRHR PAM,RXFP1 agonist,D1 agonist,D2 ag,D2 antag,D1 antag,RXFP1 antag,D1 PAM,D2 potentiator
Cc1ccccc1Nc1c(-c2ccccc2O)nc2sccn12,1,1.1%,1,1.8,.,-2,-16,1,-7
CC(C)Cn1c(N)c(C(=O)CSc2nnc(-c3ccco3)n2C)c(=O)n(C)c1=O,-6,1.1%,0,0.0,-33,-4,2,-10,1
Cc1cc(C)c(C)c(Cn2c(CO)nc3ccccc32)c1C,2,-4.0%,0,-0.9,13,5,-13,0,8
CCOc1ccc(-c2nonc2NC(=O)COc2c(C)cc(C)cc2C)cc1OCC,-2,-0.7%,4,0.7,.,6,-16,0,-25
Cc1cc2c(cc1C)N(Cc1ccccc1)C1=NCCCN12,-1,1.0%,6,0.1,6,2,4,-3,1
CCCc1cc(C(=O)NC2CCCN(Cc3ccccc3F)C2)no1 (configuration not stated),-1,-0.3%,1,0.5,17,-3,-6,1,-10
O=C1NC(=O)C(c2ccc(Cl)cc2)N1 (configuration not stated),1,0.6%,4,0.7,-14,-7,-3,1,6
COc1ccc(C2=NN(c3ccccc3)C(c3cn(CCC(=O)O)nc3-c3ccccc3)C2)cc1 (configuration not stated),-8,24%,3,.,.,10,1,-2,-4
COc1ccc([C@H]2CC(=O)C=C(c3cccc(OC)c3)C2)cc1,5,1.3%,2,0.9,-15,-15,.,-1,9
CCOc1ccc(-n2c(Cc3cc(=O)[nH]c(=O)[nH]3)nnc2SCC(=O)OC)cc1,3,3.4%,3,0.4,-1,5,-9,-3,-10
COc1ccccc1/C=C/C(=O)OCC(=O)c1cc(C)n(C)c1C,-3,1.9%,1,0.0,15,-19,2,5,16
CC(=O)OCC1OC(Sc2cccc3cccnc23)C(OC(C)=O)C(OC(C)=O)C1OC(C)=O (configuration not stated),8,2.2%,3,0.4,-3,12,7,0,12
CCCC(=O)Nc1ccc(C(=O)NCCc2ccc(F)cc2)cc1,34*,0.7%,1,0.5,2,-21,.,-13,2
CCCC(C(=O)NC1CCCC1)N(Cc1ccccc1)C(=O)c1snc(C(N)=O)c1N (configuration not stated),0,2.5%,1,0.5,-14,13,4,-2,.
CCc1nc2c(cnn2-c2ccc(C)cc2)c(=O)n1Cc1ccccc1,-12,0.0%,3,-0.6,.,1,.,-2,-4
c1ccc(C2OC3c4cccc5cccc(c45)C3N2c2ccccc2)cc1 (configuration not stated),2,-3.5%,3,-0.4,4,4,-4,1,-3
COc1ccc(/C(N)=N/OC(=O)CN(C)S(=O)(=O)c2ccc(C)cc2)cc1,-4,-1.2%,17,-1.1,-9,-14,-2,0,7
Cc1ccc(S(=O)(=O)n2cccc2CO)cc1,0,0.6%,2,-0.3,1,-9,.,-6,11
CCN(C(=O)CN1C(=O)c2ccc([N+](=O)[O-])cc2C1=O)C1CCS(=O)(=O)C1 (configuration not stated),-3,2.2%,1,-1.0,14,7,-8,0,17
O=c1cnnc(Nc2cccc(F)c2)[nH]1,-1,2.3%,4,0.5,-7,-15,5,-4,0
COc1ccc(NC(=O)c2ccccc2NC(=O)CSc2ccccc2)cc1,-3,2.4%,7,-0.3,12,-9,11,0,0
Cc1cc(C)c(C(=O)Nn2c(C)nc3ccccc3c2=O)cc1C,0,5.3%,2,0.0,-4,-7,6,-7,-8
CC(=O)Oc1ccc(C(=O)[C@H]2[C@H]3C(=O)N(c4ccccc4)C(=O)[C@H]3[C@@H]3C=CC=NN32)cc1,-9,2.3%,7,1.8,-2,-24,.,3,-2
Cc1ccc(CNC(=O)CN2C(=O)C3(OCCCO3)c3ccccc32)cc1,-2,2.3%,3,0.5,-1,8,-1,-2,9
CCOC(=O)c1cn(CC)c2cc(N3CCOCC3)c(F)cc2c1=O,2,1.8%,-2,0.2,7,16,-2,-4,-18
# Next entries follow:
SMILES,TRHR PAM,RXFP1 agonist,D1 agonist,D2 ag,D2 antag,D1 antag,RXFP1 antag,D1 PAM,D2 potentiator
CSc1ccccc1NC(=O)CN1CC(C)OC(C)C1 (configuration not stated),1,0.1%,1,0.8,-3,-8,9,-2,14
O=C(CSc1cn(CC(=O)N2CCCC2)c2ccccc12)Nc1ccc(Cl)cc1,-11,-0.7%,5,0.6,.,2,-19,-2,5
Cc1ccc(NS(=O)(=O)c2ccc3c(c2)n(C)c(=O)n3C)cc1C,-1&-2,1.9%&-0.3%,6&11,0.3&-1.0,4,-11&-10,1,-3&-1,1&4
CCC12CN(C(=O)c3ccc([N+](=O)[O-])cc3)CC(CC)(CN(C(=O)c3ccc([N+](=O)[O-])cc3)C1)C2=O,-1,3.2%,6,-1.1,-1,9,-1,15,-5
Cc1cc(Br)ccc1NC(=O)C(NS(=O)(=O)c1cccs1)c1ccccc1 (configuration not stated),10,0.1%,2,-0.7,.,-3,.,1,-2
Cc1ccc(-n2nc3c(c2NC(=O)c2ccc4c(c2)OCO4)CS(=O)(=O)C3)cc1C,0,0.0%,3,0.5,13,-13,-2,-4,-1
O=C(CC1SC(=Nc2ccccc2)N(CCCO)C1=O)Nc1ccc(Cl)cc1 (configuration not stated),14,0.7%,1,1.3,-15,-27,-17,-5,-7
Cc1csc(SCCn2c(Br)nc3c2c(=O)[nH]c(=O)n3C)n1,-1,2.2%,0,0.8,5,-5,-8,-3,-5
CC1CCCC(C)N1C(=O)CSc1nnnn1C1CCCC1 (configuration not stated),4,-1.7%,1,-0.1,16,1,-21,-3,1
Cc1n[nH]c(=O)c2c(NC(=O)COC(=O)COc3cccc(Br)c3)oc(C)c12,0,25%,4,.,.,4,-12,-3,.
O=C(NC1CCCCC1)N1CCN(c2ccccc2)CC1,5,-3.4%,0,0.7,15,12,8,-2,18
CCCCn1c(=S)[nH]c2cc(S(=O)(=O)N3CCCCC3)ccc21,15,0.6%,4,0.1,3,3,-21,-4,3
COc1ccc(CCNC(=O)C(=O)NCC(c2ccco2)S(=O)(=O)c2ccccc2)cc1OC (configuration not stated),9,-0.3%,-2,-3.3,.,.,-3,-3,-6

# High-throughput results from PubChem BioAssay.
